Assay outcomes: PubChem BioAssay, National Center for Advancing Translational Sciences (NCATS)
Pf Dd2 inh – inhibitors of Plasmodium falciparum Dd2 growth. P. falciparum Dd2 growth, SYBR Green, 72 h. Potency, µM (top dose mostly 28.9 µM), inactives show at the top dose activity, negative = inhibition, most hits filed as inhibitors. hit rate 4.3% among 120,000; active means well fitted inhibition curve with a large enough effect; inconclusive means small, poorly fitted or top-dose-only effect; inactive means no such curve, though single readings can be large or run the other way;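 further: plate controls were DMSO vehicle for no effect and reference drug for full effect; nearly all actives have a fitted effect of over 65% in size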
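Readout: SYBR Green fluorescence, 485 nm excitation, 535 nm emission, after ~16 h lysis at 37C. Before that, Dd2-infected red cells (2.5% hematocrit) grew 72 h with compound, 29 uM top final concentration.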
* marks the source's active call; other numbers are inactive results; i = inactive; ? = inconclusive; [ ] = dose if it differs, or a comment. Potency means the concentration at half of the fitted maximal effect. The list is partial, so the mix of outcomes need not match the whole.

SMILES	Pf Dd2 inh
Cc1[nH]nc(CCC(=O)N2CC[C@@H](NC(=O)c3cnccn3)[C@H](O)C2)c1C	-4%
CCOc1ccc(C(=O)Nc2cc(-c3nc4ccccc4s3)ccc2OC)cc1	?
O=C1NC[C@H]2O[C@H](Cc3cc(COc4ccccc4)on3)CC[C@@H]2O1	-1%[44.1 µM]
COc1ccc(N(CC(=O)NCCc2ccc(Cl)cc2)S(=O)(=O)c2c(C)nn(C)c2C)cc1	?
Cc1cnc(C2CC2)n1C1CCCN(Cc2ccccc2)C1 (stereo unspecified)	i
CN1CCCC1c1nc(C2CN(S(=O)(=O)Cc3cccc(F)c3)C2)no1 (stereo unspecified)	i
CCNC(=O)N[C@@H]1C=C[C@@H](c2c(C)nn(-c3ccc(C(C)(C)C)cc3)c2C)C1	-5%[44.1 µM]
Cn1nnnc1C1CCCN(C(=O)CCCc2ccccc2)C1 (stereo unspecified)	8%
CN(C(=O)CSc1nc(-c2ccccc2)no1)c1ccc(F)cc1	?
COCc1nc(C2CC(N)C2)cc(N2CC(c3nccs3)C2)n1 (stereo unspecified)	-6%
CNC(=O)C1CCN(c2nc3ccccc3nc2C(F)(F)F)CC1	30%
Cc1ccc(C2NC(=O)N(CC(=O)Nc3ccc(Br)c(C)c3)C3=C2C(=O)OC3)cc1 (stereo unspecified)	i
CCCc1nnc(C[C@@H]2C[C@@H](C(C)C)[C@H](CN3CCC[C@H]3CO)C=C2C)o1	?
COC(=O)c1cc2occc2n1CC(=O)Nc1cccc(SC)c1	27%
O=C(CCC[C@@H]1[C@H]2CCCN3CCC[C@@H](CN1C(=O)c1ccccc1)[C@@H]23)NCc1ccccc1	i

Exported with bars between the fields: entries from further up.
Molecule | Pf Dd2 inh
Cc1[nH]nc(CCC(=O)N2CC[C@@H](NC(=O)c3cnccn3)[C@H](O)C2)c1C | -4%
CCOc1ccc(C(=O)Nc2cc(-c3nc4ccccc4s3)ccc2OC)cc1 | ?
O=C1NC[C@H]2O[C@H](Cc3cc(COc4ccccc4)on3)CC[C@@H]2O1 | -1%[44.1 µM]
COc1ccc(N(CC(=O)NCCc2ccc(Cl)cc2)S(=O)(=O)c2c(C)nn(C)c2C)cc1 | ?
Cc1cnc(C2CC2)n1C1CCCN(Cc2ccccc2)C1 (stereo unspecified) | i
CN1CCCC1c1nc(C2CN(S(=O)(=O)Cc3cccc(F)c3)C2)no1 (stereo unspecified) | i
CCNC(=O)N[C@@H]1C=C[C@@H](c2c(C)nn(-c3ccc(C(C)(C)C)cc3)c2C)C1 | -5%[44.1 µM]
Cn1nnnc1C1CCCN(C(=O)CCCc2ccccc2)C1 (stereo unspecified) | 8%
CN(C(=O)CSc1nc(-c2ccccc2)no1)c1ccc(F)cc1 | ?
COCc1nc(C2CC(N)C2)cc(N2CC(c3nccs3)C2)n1 (stereo unspecified) | -6%
CNC(=O)C1CCN(c2nc3ccccc3nc2C(F)(F)F)CC1 | 30%
Cc1ccc(C2NC(=O)N(CC(=O)Nc3ccc(Br)c(C)c3)C3=C2C(=O)OC3)cc1 (stereo unspecified) | i
CCCc1nnc(C[C@@H]2C[C@@H](C(C)C)[C@H](CN3CCC[C@H]3CO)C=C2C)o1 | ?
COC(=O)c1cc2occc2n1CC(=O)Nc1cccc(SC)c1 | 27%

Further compounds follow:
SMILES	Pf Dd2 inh
Cc1ccc([S+](=O)([O-])N2CCn3c(nn(-c4ccc(F)cc4)c3=O)C2)cc1	15%
CCCC1(CO)CCCN(Cc2cnc(-c3ccccn3)nc2)C1 (stereo unspecified)	?
Cc1nc2cc(N3CCCC(C(=O)O)C3)cnc2nc1C (stereo unspecified)	-8%
O=C(CSc1nc(-c2ccc(F)cc2)[nH]c1-c1ccccc1)Nc1ccccc1	?
Cc1ccc(CNC(=O)C2(c3ccc(NS(C)(=O)=O)cc3)CCCCC2)cc1	i
CCOCCCNC(=O)c1ccc(CN2C(=O)NC3(CCS(=O)(=O)CC3)C2=O)cc1	17%
Cc1cc(C)n(CCC(=O)N2CCCn3cc(-c4ccccc4)nc32)n1	?
CCOc1ccc(C(=O)NCCc2csc(-c3cccc(F)c3)n2)cc1OCC	29%
C=CCNC(=O)C1N(C(C)C)C(=O)C12CCCCC2 (stereo unspecified)	-1%
COc1ccc(CCN(CC2CCN(C)CC2)C(=O)C(C)N2CCOCC2)cc1 (stereo unspecified)	-7%
Cc1ccc(C(=O)COC(=O)c2cccc(NC(=O)c3ccc(Br)cc3)c2)cc1	-2%
O=C1CCN(S(=O)(=O)c2ccc3c(c2)CCC3)CCCC(c2nc(-c3cccnc3)no2)CCN1 (stereo unspecified)	-9%
COc1ccc(OC)c(N(CC(=O)NCc2ccccc2)S(=O)(=O)c2ccccc2)c1	i
COc1ccccc1CC(=O)NCc1nnc2ccc(-c3ccc(C)cc3)nn12	-15%
Cc1ccc(C(=O)c2cn(Cc3ccccc3)c3ccccc3c2=O)cc1	i
Cc1ccc(-c2[nH]c3ccccc3c2SCCNC(=O)c2ccc(S(=O)(=O)N(C)C)cc2)cc1	8.9µM*
COc1cccc(C(=O)N2CCC[C@H]2c2nc(-c3ccc(OC)c(OC)c3)no2)c1	2%
CC(=O)c1ccc(N2CCN(C(=O)C3CCCN(S(=O)(=O)c4ccc(Br)s4)C3)CC2)cc1 (stereo unspecified)	i
CCOC(=O)c1cnn(-c2cccc(Cl)c2)c1C1CCN(C(=O)OC(C)(C)C)CC1	?
Cc1cccc(-n2nc(C)n(CC(=O)N[C@@H]3CS(=O)(=O)C[C@H]3O)c2=O)c1	1%
COc1ccc(C(=O)NC2CCN(c3cn[nH]c(=O)c3)CC2)c(OC)n1	i
O=C(NCC1Cn2cccc2CN1Cc1ccccc1)c1c[nH]c2ccccc12 (stereo unspecified)	?
CCOCC1(C)COc2ccc(C(=O)Nc3ccc(OC)nc3)cc2N1 (stereo unspecified)	i
FC(F)(F)CN1C2CCC1CN(c1ccccn1)C2	9%[44.1 µM]
CC1=C[C@@H](CC#N)[C@H](C(C)C)C[C@H]1CC(=O)N1CCN(c2ncccn2)CC1	i
C=CCNC(=O)c1cc2cccnn2n1	-7%[44.1 µM]
O=C(N[C@H]1CO[C@H]2[C@@H]1OC[C@@H]2Nc1nccc(-c2cccc(F)c2)n1)c1ccccc1	1%[44.1 µM]
COc1ccc(C(=O)N(C)Cc2ccccc2C(F)(F)F)cc1	-1%[44.1 µM]
COCCN1CCC2(C1)CN(C)c1ccc(C(=O)Nc3ccc(OC)cc3)cc12 (stereo unspecified)	i
COc1ccc2c(c1)CC(C(=O)NCCCN1CCN(c3ccccc3F)CC1)CO2 (stereo unspecified)	?
Cc1ccc(NC(=O)c2nnn(Cc3cccc(C(F)(F)F)c3)c2N)c(C)c1	i
CCC(=O)NC1CCN(C(=O)N2CC3CC(C2)[C@H]2CCCC(=O)N2C3)CC1 (stereo partly specified)	31%[activator]
O=C(c1ccccc1OC1CCN(Cc2ccccn2)CC1)N1CCSCC1	-29%
COc1ccc(-n2nnnc2C2CCN(S(=O)(=O)c3ccc(C)cc3)CC2)cc1	i
CCOc1ccc(CC(=O)N2CCC[C@H]2c2nc(-c3ccccc3Cl)no2)cc1OCC	-23%
COc1ccc(NC(=O)C2COc3ccccc3C2)cc1Cl (stereo unspecified)	12%
Cc1ccc(C(=O)N2CCCC(n3c(C)cnc3C3CCOCC3)C2)s1 (stereo unspecified)	-21%
Cc1ccc(C2Cn3nnc(C(=O)N4CCC(C(=O)NCc5cccc(F)c5)CC4)c3CO2)cc1 (stereo unspecified)	i
c1ccc(CCCN2CCC3(CCNCC3)C2)cc1	-14%
Cc1ccsc1C(=O)N1CCC(n2nccc2NC(=O)c2cccc(F)c2)CC1	?
CCC(=O)N1CCc2cc(CNC(=O)C(CC)c3ccccc3)ccc21 (stereo unspecified)	87%[activator]
Cc1nc(N2CCC(NC(=O)Cc3ccsc3)CC2)cc(C(F)(F)F)n1	-3%
CN(C)c1cc(N2CCCC(NC(=O)c3cccn3C)C2)ncn1 (stereo unspecified)	34%[5.79 µM]
CCC(C)C(=O)Nc1c(C(=O)OC)n(CC2CCCO2)c2ncc(NC(C)CO)cc12 (stereo unspecified)	i
COCCN1CCOC2(CCN(Cc3ccc(F)cc3F)CC2)C1=O	i
NC(=O)Cn1ccc2cc(OCC3CCN(C(=O)C4CC4)CC3)cnc21	i
CCN(CC)c1ccc(NC(=O)C2CCCN(S(=O)(=O)c3ccc4c(c3)oc(=O)n4C)C2)c(C)c1 (stereo unspecified)	i
CCOC(=O)c1[nH]c2c(c1Cc1ccccc1C)C(=O)CC(c1cc(OC)ccc1OC)C2 (stereo unspecified)	5µM*
O=C(NC1CCCC1)N[C@@H]1C[C@H](Cn2cc(-c3cccnc3)nn2)[C@@H](O)[C@H]1O	20%
O=C(CC1C(=O)N(c2ccccc2)C(=O)N1CCc1cccs1)Nc1ccc(Cl)cc1 (stereo unspecified)	i
CCOC(=O)c1cccc(NC(=O)CCS(=O)(=O)c2ccc3c(c2)CCN3C(=O)CC)c1	-8%
CN1C[C@@H](NC(=O)CC(C)(C)CC(=O)O)C[C@H]1c1nc(-c2ccc3c(c2)OCO3)no1	-10%[44.1 µM]
Cc1nc2ccccc2nc1CN1CCC2(CCC(=O)N(CCO)C2)CC1	?
COc1cc(NC(=O)C2CCN(C(=O)c3ncn4c3COC(c3ccccc3)C4)CC2)cc(OC)c1 (stereo unspecified)	-15%
CCN1C(=O)c2ccccc2S(=O)c2ccc(C(=O)N3CCN(c4cccc(C)c4)C(C)C3)cc21 (stereo unspecified)	?
COC(=O)[C@@H]1Cc2nc[nH]c2CN1C1CCOCC1	0%[44.1 µM]
CCOc1ccccc1CNC(=O)CCCn1ccc2cc(S(=O)(=O)N3CCCC3)ccc21	i
COCCNC(=O)[C@H]1C[C@H](Oc2ccccc2)CN1Cc1ccc(OC(F)(F)F)cc1	-4%
CC(C)N1CCCC2(CCN(S(=O)(=O)c3cccc(F)c3)C2)C1=O (stereo unspecified)	-5%
Cc1cccc(OCC(=O)N2CCC3(CC2)NC(=O)N(c2ccc(F)cc2)N3)c1	i

Next results follow.
SMILES	Pf Dd2 inh
COc1ccc(CNC(=O)C(=O)NCC(c2cccs2)S(=O)(=O)c2cccs2)cc1 (stereo unspecified)	-13%
O=C1COCC2(CN1Cc1cccc(OC(F)(F)F)c1)CN(C(=O)Cc1cccnc1)C2	-16%
Cc1nn(C)c(C)c1NC(=O)CC[C@H]1NC(=O)c2ccccc2NC1=O	-24%
COc1ccc(C(=O)Nc2ccccc2C(=O)OCc2cc(=O)n3nc(C4CC4)sc3n2)cc1	2%
COc1ccc(-n2c(=O)c3c4c(sc3n(Cc3cc(C)ccc3C)c2=O)CN(C(C)=O)CC4)c(OC)c1	?
O=[S+]1([O-])NC2(CCN(Cc3c[nH]c4ccccc34)CC2)COc2ccccc21	?
CCCCNC(=O)C(CC)Sc1nnc(-c2ccc(F)cc2)c(-c2ccc(F)cc2)n1 (stereo unspecified)	38%[activator]
CCCCOC(=O)N1CCC(N2CCCC(C(=O)N3CCOCC3)C2)CC1 (stereo unspecified)	?
COc1cccc(NC(=O)N[C@H]2[C@H](O)[C@@H](N3CCCCC3)[C@@H]3OC[C@H]2O3)c1	-25%[44.1 µM]
F[C@@H]1CN(Cc2cccnc2)C[C@@H]1OCc1nc2ccccc2[nH]1	11%[44.1 µM]
CN(C)C(=O)c1ccc(OC2CCN(C(=O)c3ccco3)CC2)nc1	-12%
COc1ccc(C)cc1NC(=O)c1cc2c(=O)n3cccc(C)c3nc2s1	-6%
O=C1CCCCC(CNC(=O)c2ccccc2F)N1 (stereo unspecified)	37%[activator]
Cc1ccc([S+](=O)([O-])N2CCC3(CC2)C(=O)NCN3Cc2ccc(Cl)cc2)cc1	-11%
CN(C)c1ccc(CNC(=O)c2ccc3nc(CCc4ccccc4)oc3c2)cc1	19%
Clc1ccc(-c2noc3ncnc(NC4CCCCC4)c23)cc1	-19%
Cc1c(C(=O)NCc2cccc(Cl)c2)sc2nc3n(c(=O)c12)CCC3	?
Cc1cn2nc(C(=O)N3CCC(NC(=O)c4cccc(Cl)c4)CC3)cc2c(=O)[nH]1	i
Cc1ccc(CN2CCc3nc(N(C)Cc4cccnc4)[nH]c(=O)c3CC2)s1	62%[5.79 µM]
CCn1ccnc1C1CCN(C(=O)c2cccc(N3CCNC3=O)c2)CC1	i
COc1ccc(-c2cc3c(nc2OC)nc(CC2CC2)n3C)cc1	-10%[44.1 µM]
Cc1ccc2c(=O)c(C(=O)c3ccccc3)cn(CC(=O)Nc3ccc(C)c(Cl)c3)c2n1	182%[activator][5.79 µM]
Cc1cc(C(=O)N2C[C@@H](Oc3ccccc3)C[C@@H]2C(=O)N2CCOCC2)nn1C	-7%
Cc1nccn1-c1ccc(CNC(=O)C(c2ccccc2F)N(C)C)cc1 (stereo unspecified)	-11%
COc1ccc2[nH]c(C[C@@H]3C[C@@H](C(C)C)[C@H](CNC(=O)C4CCC4)C=C3C)nc2n1	11µM*
CC(=O)Nc1ccc(CN2CC(Oc3ccc(F)c(C)c3)C2)cc1	?
COc1ccc(CCC(=O)N2CCC([C@@H]3CNC[C@H]3CO)CC2)cc1	16%
COC(=O)c1ccc(NC(=O)Cc2coc3cc(C)ccc23)cc1	?
CN1CCN(C(=O)C2CCCN(c3nc4ncccc4o3)C2)CC1 (stereo unspecified)	?
O=C(NCCS(=O)(=O)N1CCN(c2ccccc2)CC1)C1CC(=O)N(c2ccc(F)cc2)C1 (stereo unspecified)	36%[activator]
C[C@H]1[C@@H]2[C@H]3OC(=O)[C@@H](C)[C@@H]3CC[C@@]2(C)CC[C@@H]1NC(=O)COc1ccccc1	i
Cc1ccccc1NC(=O)C1CCc2nc(N3CCN(C(=O)C(C)C)CC3)sc2C1 (stereo unspecified)	?
O=S(=O)(c1ccc(Cl)cc1)c1nnn2c1nc(N1CCCCC1)c1ccccc12	?
CC(C)N1C[C@H](O)C[C@H]1c1nnc2n1CCN(C(=O)c1ccsc1)CC2	i
